Bioassay records from PubChem BioAssay.
SRC1 TRFRET art = counter-screen for PPARgamma SRC-1 recruitment agonists: TR-FRET artefact; TR-FRET detection artefact counter-screen, emission ratio; hits give high values; 99,000 tested, 0.34% active; TR-FRET ratio at 8 µM; in the data active means TR-FRET ratio above about 2300; further: inactives centre near 1800; reference of the scale not given here
SRC3 TRFRET art = flags TR-FRET format artefacts in PPARgamma SRC-3 recruitment agonist screen | TR-FRET artefact counter-screen, PPARgamma/SRC-3 format; hits give high values | TR-FRET ratio at 8 µM | 99,000 tested, 0.39% active | AID 1048; in the data active means TR-FRET ratio above about 2000; further: inactives centre near 1600; reference of the scale not given here
An asterisk follows results filed as active. The list is partial. The share of hits here may be higher or lower than overall.

SMILES | SRC1 TRFRET art | SRC3 TRFRET art
C=CCOC(=O)C(=O)/C=C/c1c(C)n(C)n(-c2ccccc2)c1=O | 1643 | 1472
CCOc1ccc(-n2c(-c3ccc(Br)cc3)c[n+]3c2CCCCC3)cc1 | 1859 | 1521
CSc1nsc2nc(=O)c(/C=C3\C(C)=Nc4ccccc43)c(N)n12 | 1875 | 1480
O=C(COC(=O)CSc1cc(Cl)ccc1Cl)NCc1ccc2c(c1)OCO2 | 1720 | 1715
COc1cccc(/C=N/NC(=O)c2cc3c(OC)c(OC)ccc3[nH]2)c1OC | 1899 | 1567
CCOc1ccc(Oc2c(C)oc3cc(O)ccc3c2=O)cc1 | 1694 | 1508
O=C(CNC(=O)c1ccccc1)NCC(=O)OCC(=O)c1ccc(F)cc1 | 1941 | 1741
C/C(=N\N=C(N)N)c1cc(Cl)ccc1Cl | 1580 | 1692
COC(=O)c1ccc(C(NC(=O)c2cccnc2)NC(=O)c2cccnc2)cc1 | 2021 | 1721
CCOc1ccc(S(=O)(=O)NCc2ccccc2)cc1C(N)=O | 1927 | 1589
CCNC(=S)NNC(=O)c1ccc(=O)n(Cc2ccccc2)c1 | 1984 | 1580
C/C(=N\NC(=O)Cc1c(C)[nH][nH]c1=O)c1ccc2ccccc2c1 | 1716 | 1578
Cc1ccc(C(=O)C(O)C(c2ccc(C)cc2)N2CCCCC2)cc1 (centres undefined) | 1819 | 1361
O=C(CC1C(=O)NCCN1Cc1cccc(Oc2ccccc2)c1)NCCCn1cccn1 (centres undefined) | 1500 | 1481
CCN(CC)C(=O)COc1ccc(/C=C(\C#N)S(=O)(=O)c2ccccc2)cc1OC | 1920 | 1544
CC1(C)CC(=O)C(CC2=C(O)CC(C)(C)CC2=O)C(=O)C1 | 1705 | 1630
CN(C(=O)Nc1ccc(Cl)c(Cl)c1)c1ccccc1C(=O)O | 1844 | 1515
CCOC(=O)NC1(C(F)(F)F)NC(=O)N(c2ccc(F)cc2)C1=O (centres undefined) | 1760 | 1707
CCOC(=O)/C=C/C(=O)Nc1cccc([N+](=O)[O-])c1 | 1998 | 1446
Cc1ccc(/C=N/NC(=O)c2cc(-c3cccnc3)nc3ccccc23)cc1 | 1897 | 1523
CCc1ccccc1Nc1ccc(C(=O)O)cc1N | 1851 | 1418
O=C(CN(Cc1ccco1)C(=O)Cn1nnc(-c2cccs2)n1)NCC1CCCO1 (centres undefined) | 1502 | 1548
O=C(CNS(=O)(=O)c1ccc(Cl)cc1)NNC(=O)c1cccnc1 | 1910 | 1574
Cn1nnnc1SCC(=O)Nc1cc(S(=O)(=O)N2CCCC2)ccc1Cl | 1762 | 1595
Cc1ccc(C2OC(=O)c3ccccc32)cc1 (centres undefined) | 1718 | 1520
O=C(CSc1nc2ccccc2c(=O)n1-c1ccc(F)cc1F)Nc1ccc(N2CCOCC2)cc1 | 1774 | 1469
COc1cc(C(=O)NCc2nnc(SCC(=O)N3CCOCC3)o2)cc(OC)c1OC | 1724 | 1901
C=C(C)c1cccc(C(C)(C)NC(=O)Nc2ccc(Cl)cn2)c1 | 2128 | 1642
CCN(CC)S(=O)(=O)c1ccc(=O)[nH]c1 | 1642 | 1429
CC(=O)c1cccc(NC(=O)C(OC(=O)c2cccs2)c2ccccc2)c1 (centres undefined) | 1684 | 1562

Single entries from the entries so far.
Entry for `O=C(CNS(=O)(=O)c1ccc(Cl)cc1)NNC(=O)c1cccnc1` under SRC1 TRFRET art: 1910
Entry for `CCc1ccccc1Nc1ccc(C(=O)O)cc1N` under SRC3 TRFRET art: 1418
Entry for `C=CCOC(=O)C(=O)/C=C/c1c(C)n(C)n(-c2ccccc2)c1=O` under SRC1 TRFRET art: 1643
Entry for `CC1(C)CC(=O)C(CC2=C(O)CC(C)(C)CC2=O)C(=O)C1` under SRC1 TRFRET art: 1705
Entry for `Cc1ccc(C(=O)C(O)C(c2ccc(C)cc2)N2CCCCC2)cc1` (centres undefined) under SRC1 TRFRET art: 1819

Looked up by compound from the list above:
SMILES | SRC1 TRFRET art | SRC3 TRFRET art
O=C(CNS(=O)(=O)c1ccc(Cl)cc1)NNC(=O)c1cccnc1 | 1910 | 1574
Cc1ccc(/C=N/NC(=O)c2cc(-c3cccnc3)nc3ccccc23)cc1 | 1897 | 1523
CCOC(=O)/C=C/C(=O)Nc1cccc([N+](=O)[O-])c1 | 1998 | 1446
O=C(CN(Cc1ccco1)C(=O)Cn1nnc(-c2cccs2)n1)NCC1CCCO1 (centres undefined) | 1502 | 1548
CC(=O)c1cccc(NC(=O)C(OC(=O)c2cccs2)c2ccccc2)c1 (centres undefined) | 1684 | 1562
CC1(C)CC(=O)C(CC2=C(O)CC(C)(C)CC2=O)C(=O)C1 | 1705 | 1630
C=C(C)c1cccc(C(C)(C)NC(=O)Nc2ccc(Cl)cn2)c1 | 2128 | 1642

Next structures follow:
SMILES | SRC1 TRFRET art | SRC3 TRFRET art
CC(OC(=O)C1CC(O)CN1S(=O)(=O)c1ccccc1[N+](=O)[O-])C(=O)N1CCCCC1 (centres undefined) | 2083 | 1601
CCOC(=O)C1=C(C)NC(=O)NC1c1ccc(-c2ccc(F)cc2)o1 (centres undefined) | 2032 | 1512
O=C(NC(=S)Nc1cccc2ncccc12)c1cccs1 | 1554 | 1644
CC1(C)Oc2ccccc2OC1(O)c1ccc2ccccc2n1 (centres undefined) | 1775 | 1706
COc1ccc(-c2cn3cccnc3n2)cc1NC(=O)c1cccs1 | 1939 | 1569
Cc1ccnc(Nc2nc3ccccc3s2)n1 | 1690 | 1429
O=C(Cc1cccs1)Nc1nnc(C2CC2)s1 | 1736 | 1590
Cc1ccc(-n2cc(-c3ccccc3)[nH]c2=O)cc1F | 1801 | 1435
COc1ccc(-c2cc(C(=O)Nc3cc(C)on3)no2)cc1 | 1818 | 1362
CCCNC(=O)C1CCN(c2cc(-c3ccccc3)nc3ncnn23)CC1 | 1798 | 1640
C=CCNC(=O)/C(C#N)=C/c1c(C)nn(-c2ccccc2)c1Cl | 1800 | 1832
Cc1cc([N+](=O)[O-])nn1Cn1nc([N+](=O)[O-])cc1C | 1543 | 1645
COC(=O)c1ccc(NC(=O)c2ccccc2-c2ccccc2C(=O)O)cc1 | 1540 | 1510
Cc1onc(-c2ccccc2Cl)c1C(=O)OCC(=O)Nc1cccc(S(=O)(=O)N(C)C)c1 | 1410 | 1457
CCC(C)/C(C)=N/NC(=O)CSc1nc2ccccc2[nH]1 (centres undefined) | 1895 | 1473
CC(C)(C)c1cc(NC(=O)c2ccc(OC3CCCC3)cc2)no1 | 1822 | 1416
Cc1cccc(C)c1NC(=O)C(=O)c1cn(C)c2ccccc12 | 1645 | 1461
O=c1cc(CN2CCc3ccccc32)c2ccc(O)cc2o1 | 1809 | 1455
COC(=O)C1=C(C(=O)OC)C(c2cc(Br)ccc2O)c2sc(=O)[nH]c2S1 (centres undefined) | 2034 | 1635
CCOC(=O)c1sc(NC(=O)CCCn2nc([N+](=O)[O-])cc2C)c(C(=O)OCC)c1C | 1475 | 1392
Cc1[nH]c2ccccc2c1/C=C/C(=O)c1ccccc1 | 1673 | 1634
O=C1C=CC(=O)N1c1ccc(OC(F)F)cc1 | 1976 | 1585
O=C(CC1C(=O)N(c2ccccc2)C(=O)N1Cc1ccco1)Nc1ccccc1 (centres undefined) | 1536 | 1452
Cc1ccc(Cn2c(=N)n(CC(=O)c3ccccc3)c3ccccc32)cc1 | 1484 | 1542
COc1ccc(S(=O)(=O)N2CCCC2C(=O)Nc2ccc(O)cc2)cc1 (centres undefined) | 1711 | 1605
Cc1nc(NC(=O)COC(=O)c2cc3c(s2)CCC(C)C3)c(Cl)cc1Cl (centres undefined) | 1595 | 1311
Cc1nnc(NC(=O)/C=C/c2ccco2)s1 | 1813 | 1614
CCC(=O)Nc1cc(ON=C(C)C)cc([N+](=O)[O-])c1 | 1856 | 1717
COc1ccc(CN2CCN(S(=O)(=O)c3ccc(NC(C)=O)cc3)CC2)c(OC)c1OC | 1698 | 1457
C=CCn1c(-c2cc3cccc(OC)c3o2)n[nH]c1=S | 1920 | 1845
O=C(CCc1nnc(C2CCCCC2)o1)N1CCN(c2ccccc2F)CC1 | 1622 | 1573
O=C1CNC(=S)N1Cc1ccccc1 | 1980 | 1641
CC(=C/C(=O)O)/C=C/c1ccco1 | 1789 | 1522
COc1ccccc1NC(=O)c1ccccc1C(=O)O | 1666 | 1580
O=C(COc1ccccc1)OCc1csc(Nc2ccccc2)n1 | 1923 | 1537
CN(C)Cc1nc2ccccc2c(=O)n1CC#N | 1747 | 1416
COc1cccc(-c2nc(CS(=O)(=O)CC(=O)N3CCN(c4ccccn4)CC3)c(C)o2)c1 | 1726 | 1620
Cn1c(SCc2cccnc2)nc2c(c1=O)SCC2 | 1719 | 1534
CCN(Cc1ccccc1)C(=O)CS(=O)(=O)c1ccccc1 | 1614 | 1458
O=C(NCCN1CCCC1)c1cc(-c2ccncc2)nc2ccc(S(=O)(=O)N3CCOCC3)cc12 | 1893 | 1765
Cc1ccc(-n2cc(CNC(C)c3cnn(C)c3)c(-c3ccc(F)cc3)n2)cc1 (centres undefined) | 1765 | 1448
O=C(/C=C/c1cccc([N+](=O)[O-])c1)N1CCN(C(=O)c2ccco2)CC1 | 1873 | 1718
Nc1ncc(-c2ccc([N+](=O)[O-])cc2)cn1 | 1878 | 1550
CSc1ccccc1NC(=O)COc1ccc(Cl)cc1 | 1776 | 1541
C/C(CCC(C)C)=N\Nc1ccc(S(N)(=O)=O)cc1[N+](=O)[O-] | 1831 | 1498
CC(CCc1ccccc1)NC(=O)/C=C/c1ccc(Cl)cc1 (centres undefined) | 2130 | 1465
CCN(CC)CCNc1nc(-c2ccc(OC(F)F)cc2)c(C)s1 | 1819 | 1478
CCOC(=O)Cc1csc(NC(=O)Cc2ccccc2)n1 | 1890 | 1734
O=S(=O)(Nc1ccc(-c2cn3cccnc3n2)cc1)c1ccccc1 | 1837 | 1533
Cc1sc2nc[nH]c(=S)c2c1-c1ccccc1 | 1978 | 1690
O=C1c2ccccc2C(=O)N1CSc1nnc(Nc2ccccc2F)s1 | 1799 | 1560
O=C(Nc1cccc(S(=O)(=O)N2CCCCC2)c1)c1ccc(S(=O)(=O)C(F)F)cc1 | 1774 | 1311
Nc1nc(N2CCN(c3ccccc3)CC2)n[nH]1 | 1667 | 1130
CC(CC(=O)O)CC(=O)Nc1cccc([N+](=O)[O-])c1 (centres undefined) | 1797 | 1699
Cc1ccc(Nc2c(-c3cccnc3)nc3ccc(Br)cn23)cc1 | 1558 | 1699
OCCNCCOCCOc1ccccc1-c1ccccc1 | 1758 | 1677
COc1ccc([C@@H]2C[C@H]3CN(Cc4ccccc4OC)C(=O)[C@]34CCCN24)cc1C | 1869 | 1577
O=C(c1ccccc1)n1ccc2ccccc21 | 1848 | 1554
COC1=CC(=O)CC(C)C12Oc1c(Cl)c(OC)cc(OC)c1C2=O (centres undefined) | 1822 | 1577
O=C(c1nc2ccccn2c1CN1CCN(c2ccccc2O)CC1)N1CCCC1 | 1666 | 1455

Brought forward from above: 2 entries; new compounds follow.
SMILES | SRC1 TRFRET art | SRC3 TRFRET art
COC1=CC(=O)CC(C)C12Oc1c(Cl)c(OC)cc(OC)c1C2=O (centres undefined) | 1822 | 1577
O=C(c1nc2ccccn2c1CN1CCN(c2ccccc2O)CC1)N1CCCC1 | 1666 | 1455
O=C(c1ccco1)N1N=C(c2ccncc2)CC1(O)C(F)(F)F (centres undefined) | 1917 | 1587
COc1ccc(CC2(CO)CCN(C(=O)NCc3ccccc3)CC2)cc1 | 1707 | 1432
COc1ccc(Nc2nc(Cl)nc(Nc3ccc(OC)cc3OC)n2)c(OC)c1 | 1921 | 1634
C=CCc1c(OC(C)=O)c2ccccc2n(C)c1=O | 1624 | 1571
Cc1sc(NC(=O)c2ccco2)c(CN2CCN(Cc3ccccc3)CC2)c1C | 1736 | 1438
C#CCSc1nnc(-c2ccc(O)cc2)o1 | 1862 | 1550
CSc1ncc(CN2CCN(CCC(C)C)C(CCO)C2)cn1 (centres undefined) | 1656 | 1475
COC(=O)C1=C(O)/C(=C\c2ccc(CNS(=O)(=O)c3ccc(Cl)cc3)o2)N=C1C | 1693 | 1656
O=C(NCCCn1ccnc1)c1cc(S(=O)(=O)N2CCOCC2)ccc1F | 1826 | 1766
CC(C)(C)c1cc(=O)[nH]c(SCc2ccccc2)n1 | 1805 | 1645
CC(=O)c1cccc(CN2CCN(C3CCCC3)C(CCO)C2)c1 (centres undefined) | 1807 | 1844
COCCNc1oc(-c2cccs2)nc1S(=O)(=O)c1ccc(C)cc1 | 1747 | 1609
CCCCC(=O)Nc1ccc(C(=O)NNC(=S)NC(=O)c2ccccc2[N+](=O)[O-])cc1 | 1640 | 1668
Cc1nc(C(=O)NC(C)C)nn1-c1cc(Cl)cc(Cl)c1 | 1780 | 1522
COc1ccc(-n2c(C)nn(CCOc3ccccc3)c2=O)cc1 | 1672 | 1409
COc1cccc2c1OCC/C2=N\NC(=O)COc1ccccc1C | 1739 | 1526
C=CCn1c(SCc2csc(-c3ccc(Cl)cc3)n2)nnc1-c1ccccc1OC | 1882 | 1690
O=C(NCc1ccccn1)C(=O)NCC(c1ccco1)N1CCN(c2ccc(F)cc2)CC1 (centres undefined) | 1795 | 1441
Cc1ccsc1C(=O)N/N=C/c1ccc2c(c1)OCO2 | 1835 | 1729
CC1CCc2sc3nc(N4CCN(CCO)CC4)n4ncnc4c3c2C1 (centres undefined) | 1791 | 1613
CC(C)(C)c1ccc(/C=C/C(=O)Nc2ncccn2)cc1 | 1726 | 1464
COc1cccc2sc(N(CCN(C)C)C(=O)/C=C/c3cccs3)nc12 | 2048 | 1683
CCOC(=O)C1CCCN(Cc2nc(N)nc(Nc3ccccc3OC)n2)C1 (centres undefined) | 1734 | 1526
CN1CCN(C(=O)c2ccc3c(c2)S(=O)(=O)c2ccccc2C3=O)CC1 | 1589 | 1462
CCOc1ccc(OCC)c(S(=O)(=O)NC2CC(C)(C)NC(C)(C)C2)c1 | 1838 | 1682
